# Lipid storage S3: qHTS Assay for Lipid Storage Modulators in Drosophila S3 Cells. Drosophila S3 cells, BODIPY lipid droplet fluorescence, 18-24 h; cells fed with added oleic acid. lipid storage change, negative = inhibition, % at the top dose, mostly 46.1 µM; hits show Potency in µM. actives 0.64% (n = 320,000); active = well fitted inhibition curve with a large enough effect in the signal ratio, with a control signal flat, not every such curve was filed as active; inconclusive = small, poorly fitted or top-dose-only effect, or effect the other way, or a change in a side signal; the % refers to the signal ratio
#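 Laser-scanning cytometry quantifies lipid droplet accumulation (500–530 nm total intensity; droplet/cell object ratio) in oleic acid-fed (400 uM added) Drosophila S3 cells treated with a concentration series. 20 uM Triacsin C defined 100% inhibition.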
# Lipid storage S3 cell count max: also measured in Lipid storage S3; calls as there; cell number change, %; measured here: cell count max response;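 cells counted by Cell Tracker Red CMTPX staining in the red channel; peak over a dose series mostly up to 46.1 µM; percent activity relative to internal control wells on each plate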
# * marks the source's active call; other numbers are inactive results; i = inactive; ? = inconclusive; nt = no result given. % is scaled to controls: 0 for no effect and ±100 for the full control effect; potency is read from the fitted curve at half-maximal effect.
Lipid storage S3 | Lipid storage S3 cell count max | canonical_smiles
? | nt | COc1ccccc1CNC(=O)COC(=O)Cc1ccc(F)cc1
? | nt | COCc1cc(C)n(CC(=O)Nc2cc(C)cc(C)c2)c(=O)c1C#N
-16% | 0 | O=C(CCC1CCN(C(=O)c2cncs2)CC1)Nc1ccccc1
25% | 1 | CCOC(=O)Cc1cc(-c2ccc(F)cc2)nc2ccc3ccccc3c12
i | 2 | CCCCCn1nc(-c2ccccc2)c2nc3ccccc3nc21
12% | 6 | N#Cc1ccc(/C=N/NC(=S)Nc2ccc(S(=O)(=O)N3CCOCC3)cc2)cc1
? | nt | COc1ccc(CNS(=O)(=O)NCc2ccc(OC)c(OC)c2)cc1
? | nt | CSCCC(=O)Nc1nc(-c2ccccn2)cs1
? | nt | Cc1cc(NC(=O)CSc2n[nH]c(N)n2)no1
-8% | -7 | COc1ccc(Cn2c(-c3ccc(OC)c(O)c3)nc3ccccc32)cc1O
? | nt | Cc1c(NC(=S)NC(=O)c2ccccc2Br)c(=O)n(-c2ccccc2)n1C
i | nt | CCC1CCCCN1CCCNC(=O)c1c(O)nc2ccccn2c1=O (configuration not stated)
-9% | nt | C#CCSc1nncn1C(=O)/C=C/c1ccccc1
? | nt | CC1CCc2nc3ccc(S(=O)(=O)N4CCC(C(=O)N5CCCCC5)CC4)cc3c(C(=O)O)c2C1 (configuration not stated)
? | nt | Cc1cccc(NC(=O)c2cnc3ccccn3c2=O)c1
? | nt | CCN1CCN(C(=O)CSc2ccc(C)cc2)CC1
14% | 3 | CCCc1c(C)c2cccc(C)c2[nH]c1=O
16% | 0 | COc1ccc(C(C)=O)cc1COC(=O)c1ccc2c(c1)OCCO2
? | nt | COc1cccc(-n2c([S-])c(C(=O)Nc3ccc(C(F)(F)F)cc3)[n+]3ccccc23)c1
12% | nt | CNc1nc(CCN2C(=O)c3ccccc3C2=O)cs1
? | nt | c1ccc(CCn2c(C3CC3)nc3ccccc32)cc1
2% | 16 | Cc1cccc(S(=O)(=O)c2c(C)cc(C)[nH]c2=O)c1
-5% | 8 | O=C(COc1ccc2ccc(=O)oc2c1)NC(Cc1ccc(Cl)cc1)C(=O)O (configuration not stated)
? | nt | CCOC(=O)C1CCN(C(=O)CSc2ccccc2Cl)CC1
? | nt | Nc1cc2c([N+](=O)[O-])cccc2o1
-11% | -3 | Cc1ccc2c(c1)c1nnc(SCC(=O)N3CCN(c4ccc(F)cc4)CC3)nc1n2CC(=O)O
i | nt | CC(=O)Oc1ccc(C2=NN(c3ccccc3)C(c3ccccc3)C2)cc1 (configuration not stated)
? | nt | O=C(Nc1ccc(N2C(=O)C3C4C=CC(C4)C3C2=O)cc1)Nc1nnc(C(F)(F)F)s1 (configuration not stated)
? | nt | COc1ccccc1-n1cnnc1SCC(=O)Nc1ccccc1
6% | 19 | CN(CC(=O)Nc1ccc(F)cc1)C(=O)CSc1nc2ncc(Cl)cc2[nH]1
? | nt | COc1cccc(C(=O)Cn2c(=N)n(C)c3ccccc32)c1
? | nt | NCCCC[C@H](NC(=O)C1CCNCC1)c1nnc([C@@H](N)Cc2ccc(O)cc2)o1
? | nt | NC1=NC(c2ccccc2C(F)(F)F)N(c2ccc(F)c(Cl)c2)C(N)=N1 (configuration not stated)
i | nt | COc1cccc(S(=O)(=O)Nc2ccc(C(=O)NCc3ccco3)cc2)c1
? | nt | O=C1c2cccnc2C(=O)N1Cc1ccc(S(=O)(=O)NCc2ccco2)cc1
8% | 9 | CC(C)=CCN1CCN(Cc2cc3ccccc3[nH]2)CC1CCO (configuration not stated)
1% | 10 | OCCCNC(=S)Nc1ccc(Br)cc1Cl
9% | 3 | O=C(Cc1ccccc1)NCCS(=O)(=O)N1CCN(c2ccccc2)CC1
5% | 9 | O=C(N/N=C1\CCCc2ccccc21)c1cccc(Br)c1
-7% | -18 | COc1ccc(CC2c3cc(OC)c(OC)cc3CC[N+]2(C)CCC(=O)OCCCCCOC(=O)CC[N+]2(C)CCc3cc(OC)c(OC)cc3C2Cc2ccc(OC)c(OC)c2)cc1OC (configuration not stated)
-24% | -1 | CCc1c(C)nc2ncnn2c1NCCc1ccccc1
0% | 2 | CC1CC(C)CN(CCCSc2ccccc2)C1 (configuration not stated)
15% | 11 | C=CCNC(=S)Nc1ccc(C)cc1[N+](=O)[O-]
23µM* | -15* | CCOC(=O)Cn1cc([N+](=O)[O-])c(OC)n1
0% | 3 | CCC(c1nnnn1Cc1cccs1)N1CCN(C(=O)c2ccco2)CC1 (configuration not stated)
i | 21 | Cc1cc(Cn2ccnc2)c(C)c([N+](=O)[O-])c1Cn1ccnc1
? | nt | CCOC(=O)N1CCN(c2c(NCCCN(CC)Cc3ccccc3)c(=O)c2=O)CC1
? | nt | CCc1noc(C)c1C(=O)N1CCCC1
? | nt | CC(=O)Oc1ccc2nc(CN3C(=O)c4ccc([N+](=O)[O-])cc4C3=O)oc(=O)c2c1
22% | -13 | CCCN1Cc2cccc(C(=O)NCc3ccccc3)c2C1=O
0% | -11 | CCO/C=C1/C(=O)N(Cc2ccccc2)C(=O)c2ccccc21
? | nt | CN(C)CCNC(C(=O)Nc1cccc(C(F)(F)F)c1)c1ccccc1 (configuration not stated)
i | 23 | COC(=O)c1cc(CN2C(=O)c3ccccc3C2=O)c(O)c([N+](=O)[O-])c1
? | nt | CN(C)S(=O)(=O)c1ccc2c(c1)nc(CCC(=O)Nc1ccc(N3CCOCC3)cc1)n2C
-6% | nt | O=C(CCNC(=O)C1CCN(S(=O)(=O)c2ccc(F)cc2)CC1)Nc1ccccc1
? | nt | N#C/C(=C/c1ccc(N2CCOCC2)o1)c1ccc(Br)cc1

# Next part:
Lipid storage S3 | Lipid storage S3 cell count max | canonical_smiles
? | nt | C=CCSc1nnc2n(CCc3ccccc3)c(=O)c3c4c(sc3n12)COC(C)(C)C4
8% | 0 | CC(=O)Nc1ccc2ccc3cccc4ccc1c2c34
? | nt | Cc1ccc(N(C(=O)C(F)(F)F)C(C(=O)NC2CCCCC2)c2ccncc2)cc1C (configuration not stated)
i | -16 | O=C(NC(=S)Nc1cccc2cc(O)ccc12)c1ccccc1Br
i | -10 | CCOC(=O)C1CCCN(C(=O)Cn2ncc3c([nH]c4ccc(C)cc43)c2=O)C1 (configuration not stated)
i | nt | COc1cc(C=O)ccc1Oc1nc(Nc2ccc(F)cc2F)nc(N2CCOCC2)n1
51% | -23 | NC(=O)C1(N2CCCCC2)CCN(C(=O)CSc2nc3ccccc3s2)CC1
-1% | 8 | NC(=O)CCN1CCN(Cc2cn[nH]c2-c2cccc3ccccc23)CC1
-1% | 7 | C/C(CC(=O)NCc1ccc(Cl)cc1)=N\NC(=O)c1ccccc1F
-4% | -15 | CC1CC(=O)Nc2ccccc2N1S(=O)(=O)c1cccs1 (configuration not stated)
? | nt | O=C(c1ccc(Cl)s1)N(Cc1nnc(-c2ccccc2Cl)o1)C1CC1
? | nt | Cc1c(C(=O)OCC(=O)N2CCCCC2C)oc2ccccc12 (configuration not stated)
? | nt | Cc1cc(C)cc(NC(=S)NCCc2c[nH]c3ccccc23)c1
? | nt | COCCN(C(=O)c1cccc(-n2cnnn2)c1)c1c(N)n(CC(C)C)c(=O)[nH]c1=O
20% | 2 | O=C(NCC1COc2ccccc2O1)C1(c2ccccc2)CCCC1 (configuration not stated)
? | nt | CN(C)c1ccc(C2N(C)C(=O)c3ccccc3N2C)cc1 (configuration not stated)
-5% | -1 | O=C(NCc1ccc(F)cc1)C(c1ccccc1)N(C(=O)c1csnn1)C1CC1 (configuration not stated)
8% | 16 | CCc1cc2c(=O)c(-c3nc4ccccc4n3C)c(C)oc2c(CN2CCN(CCO)CC2)c1O
-18% | -12 | CCCCn1nc2cc(C(=O)NC3CCCc4ccccc43)ccc2c1OCC (configuration not stated)
7% | 12 | CCCn1c(N)c(N(CCOC)C(=O)c2ccc(-c3ccc(Cl)cc3)o2)c(=O)[nH]c1=O
? | nt | CCCCOc1c(Cl)cc(CNC(C)(C)CO)cc1OCC
-20% | 3 | NC(=O)c1cc([N+](=O)[O-])ccc1NCCN1C(=O)c2ccccc2C1=O
? | nt | COc1ccc(-c2cc(C)no2)cc1S(=O)(=O)NCCCN1CCN(c2ccccc2)CC1
-10% | nt | Cc1ccc(N(CC(=O)NCc2ccncc2)S(C)(=O)=O)cc1
-2% | 9 | Cc1cc(C)nc(NS(=O)(=O)c2ccc(N=Cc3c(C)[nH]n(-c4ccccc4)c3=O)cc2)n1
-4% | -15 | CN(Cc1ccccc1)C(=O)c1cc(-c2ccc(Br)cc2)on1
7% | 1 | Cc1ccccc1Nc1c(-c2ccc(N3CCOCC3)cc2)nc2ncccn12
13% | 14 | Cc1ccc(NC(=O)CCn2cc(C(F)(F)F)ccc2=O)cc1
? | nt | Cc1ccc(NC(NC(=O)OCCn2c([N+](=O)[O-])cnc2C)C(Cl)(Cl)Cl)cc1 (configuration not stated)
? | nt | CC(=O)Nc1ccc(C(=O)NC2CCSc3ccccc32)cc1 (configuration not stated)
4% | 3 | CCO[C@@H]1OC(C(=O)Nc2ccccc2)=C[C@H](c2ccccc2)[C@H]1CCCO
? | nt | CCOC(=O)c1c(C)[nH]c(C)c1S(=O)(=O)N(C)CC(=O)Nc1cccc(F)c1
? | nt | COc1ccc(/C(O)=C(\C#N)c2nc3ccccc3n2C)cc1OC
? | nt | Cc1c(C(C)(C(=O)O)c2c(C)n(C)c3ccccc23)c2ccccc2n1C
? | nt | O=C(NCCSc1c[nH]c2ccccc12)c1ccc(Br)o1
-11% | -7 | CCOc1ccc(CNC2CCCCCCC2)cc1OC
? | nt | CCOCCCNC(=O)C(NC(=O)c1ccc(NC(C)=O)cc1)c1ccc(C)cc1 (configuration not stated)
? | nt | O=C(C1CCCN(CCCc2ccccc2)C1)N1CCCCCC1 (configuration not stated)
? | nt | CC1(C)C=Cc2c(c3c(c4c(=O)c(-c5ccc(O)cc5)coc24)OC(C)(C)CC3)O1
i | 1 | CCc1cc(C(=O)N(C)CC(=O)Nc2c(Cl)cccc2Cl)sc1C
? | nt | Cc1ccc(S(=O)(=O)N2CCC(C(=O)N3CCC(C(=O)NCC4CCCO4)CC3)CC2)cc1 (configuration not stated)
? | nt | Cc1ccc(-c2csc3nc4ccc(C(=O)NCCO)cc4c(=O)n23)cc1
i | nt | CC(=O)Nc1cccc(NC(=O)CCn2c(=O)sc3ccccc32)c1
0% | -7 | Cc1ccccc1OCC(=O)OCC(=O)Nc1ncc(Cl)c(C)c1Cl
0% | -2 | O=C(COc1ccccc1-c1ccccc1)N/N=C/c1ccncc1
14% | -13 | Cn1cccc1CNCc1ccc(F)cc1
8% | 8 | COc1ccc(C)cc1NC(=O)CCCN1C(=O)NC(C)(C)C1=O
? | nt | O=C(COC(=O)/C=C/c1cccc(C(F)(F)F)c1)NCc1ccccc1
? | nt | Cc1ccc(-c2cc(Cc3ccccn3)c(=O)[nH]n2)cc1
? | nt | CCCc1cc(=O)oc2c3c(cc(OCC(=O)N[C@@H](C)C(=O)O)c12)OC(C)(C)CC3
? | nt | O=C(CCc1ccc(S(=O)(=O)NCCc2ccccc2)cc1)N1CCN(Cc2ccc3c(c2)OCO3)CC1
-1% | 7 | CC(=O)NN1C(=O)c2ccccc2NC1c1ccco1 (configuration not stated)
? | nt | Cc1cc(NC(=O)c2ccccc2C)no1
8% | 23 | Cc1ccccc1NC(=O)C(Cl)=C(Cl)Cl
? | nt | Cn1c(=O)c(=O)n(C)c2cc(S(=O)(=O)N3CCOc4ccccc43)ccc21
? | nt | CCOc1ccc(-c2nc(CSc3nnc(N)s3)cs2)cc1

# The list continues:
Lipid storage S3 | Lipid storage S3 cell count max | canonical_smiles
? | nt | CCOC(=O)N1CCN(C(=O)/C=C/c2cccc([N+](=O)[O-])c2)CC1
5% | -1 | COc1ccc(CCNC(=O)C(=O)NCC2CCCO2)cc1 (configuration not stated)
? | nt | N#C/C(=C\c1coc2ccc(O)cc2c1=O)C(=O)Nc1nc2ccccc2s1
i | nt | CCN1CC2=C(OC(N)=C(C#N)C2c2ccccc2)/C(=C\c2ccccc2)C1 (configuration not stated)

# 15 of the compounds above, with bars between the fields:
Structure | Lipid storage S3 | Lipid storage S3 cell count max
COc1ccccc1CNC(=O)COC(=O)Cc1ccc(F)cc1 | ? | nt
COCc1cc(C)n(CC(=O)Nc2cc(C)cc(C)c2)c(=O)c1C#N | ? | nt
O=C(CCC1CCN(C(=O)c2cncs2)CC1)Nc1ccccc1 | -16% | 0
CCOC(=O)Cc1cc(-c2ccc(F)cc2)nc2ccc3ccccc3c12 | 25% | 1
CCCCCn1nc(-c2ccccc2)c2nc3ccccc3nc21 | i | 2
N#Cc1ccc(/C=N/NC(=S)Nc2ccc(S(=O)(=O)N3CCOCC3)cc2)cc1 | 12% | 6
COc1ccc(CNS(=O)(=O)NCc2ccc(OC)c(OC)c2)cc1 | ? | nt
CSCCC(=O)Nc1nc(-c2ccccn2)cs1 | ? | nt
Cc1cc(NC(=O)CSc2n[nH]c(N)n2)no1 | ? | nt
COc1ccc(Cn2c(-c3ccc(OC)c(O)c3)nc3ccccc32)cc1O | -8% | -7
Cc1c(NC(=S)NC(=O)c2ccccc2Br)c(=O)n(-c2ccccc2)n1C | ? | nt
CCC1CCCCN1CCCNC(=O)c1c(O)nc2ccccn2c1=O (configuration not stated) | i | nt
C#CCSc1nncn1C(=O)/C=C/c1ccccc1 | -9% | nt
CC1CCc2nc3ccc(S(=O)(=O)N4CCC(C(=O)N5CCCCC5)CC4)cc3c(C(=O)O)c2C1 (configuration not stated) | ? | nt
Cc1cccc(NC(=O)c2cnc3ccccn3c2=O)c1 | ? | nt

# Not all compounds are listed; rates above refer to the full screens.
